# LmPK inhibitor – inhibitors of Leishmania mexicana pyruvate kinase; Potency, µM (doses to about 57.5 µM), for the others: at the highest dose activity change, negative = inhibition, hits mostly inhibitors; purified LmPK, Kinase-Glo ATP luminescence, 1 h; hit rate 0.37% among 290,000; note: potency is the fitted concentration of half-maximal effect
# Target sequence (Q27686 whole entry, looked up): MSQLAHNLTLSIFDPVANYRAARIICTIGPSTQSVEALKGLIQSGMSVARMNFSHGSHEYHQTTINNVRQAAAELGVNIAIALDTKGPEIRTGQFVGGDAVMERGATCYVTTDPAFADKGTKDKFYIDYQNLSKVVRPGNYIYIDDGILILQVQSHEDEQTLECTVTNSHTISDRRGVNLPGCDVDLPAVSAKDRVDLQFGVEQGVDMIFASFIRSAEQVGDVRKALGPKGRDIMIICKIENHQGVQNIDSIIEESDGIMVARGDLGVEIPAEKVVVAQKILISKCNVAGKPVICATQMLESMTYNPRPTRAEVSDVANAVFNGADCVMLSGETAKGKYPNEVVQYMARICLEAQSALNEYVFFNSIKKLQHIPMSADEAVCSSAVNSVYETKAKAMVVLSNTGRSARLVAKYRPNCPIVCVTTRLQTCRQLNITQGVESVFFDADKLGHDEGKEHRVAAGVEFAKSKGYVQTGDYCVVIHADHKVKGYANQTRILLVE
#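 Kinase-Glo luminescence read after 1 h RT reaction of 0.1 nM LmPK with 0.5 mM PEP and 0.1 mM ADP. Activity scaled between uninhibited and enzyme-free controls.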
# AmpC no deterg – inhibitors of E. coli AmpC beta-lactamase without detergent | AmpC nitrocefin hydrolysis, absorbance 480 nm, 0.0001% Triton | Potency, µM (top dose mostly 57.1 µM), for the others: at the highest dose activity change, negative = inhibition, actives largely listed as inhibitors | hit rate 0.52% among 330,000 | P00811;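 note: potency is the fitted concentration of half-maximal effect; plate controls were no compound for no effect and no enzyme for full effect; nearly all actives have a fitted effect of over 20% in size; some results filed as inactive show a strong effect at the top dose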
# Target sequence (P00811 whole entry, looked up): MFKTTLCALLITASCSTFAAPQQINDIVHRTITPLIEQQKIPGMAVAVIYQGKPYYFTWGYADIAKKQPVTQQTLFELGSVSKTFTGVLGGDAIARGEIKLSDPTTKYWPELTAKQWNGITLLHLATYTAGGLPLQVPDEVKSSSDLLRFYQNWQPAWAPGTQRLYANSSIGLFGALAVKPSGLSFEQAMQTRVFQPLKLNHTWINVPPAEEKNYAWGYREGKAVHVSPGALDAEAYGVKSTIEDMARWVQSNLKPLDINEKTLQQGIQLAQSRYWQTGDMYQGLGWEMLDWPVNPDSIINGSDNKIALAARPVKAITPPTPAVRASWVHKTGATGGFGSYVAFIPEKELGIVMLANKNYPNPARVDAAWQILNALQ
#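 20 mM phosphate pH 7.0 + 0.01% (detergent screen) or 0.0001% Triton X-100; 5.3 nM AmpC reagent; cpd preinc 15 min RT; nitrocefin (800 uM stock) to start; A480 q20 s × 4 min; Activity was normalised to no-enzyme and no-compound control wells.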
# HCMV inh – inhibitors of human cytomegalovirus. HFF cells, HCMV-luciferase reporter, 72 h; hits give low values. activity change, negative = inhibition, % at 57.5 µM. hit rate 4.5% among 410,000; in the data active = activity change below about -60%; inconclusive = no clear call, values can overlap the other calls; inactive = above about -39%
#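 Two compound doses tested in HFFs infected with HCMV-luciferase, MOI 1 PFU/cell, 72 h at 37C. Lysate luminescence read with OneGlo; data normalized against buffer-only and 10uM Salinomycin inhibitor controls.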
# AMA1-RON2 inh – AMA1-RON2 (P. falciparum) interaction inhibition; AlphaScreen AMA1-biotinylated RON2 peptide binding; Potency, µM (doses to about 58.2 µM), for the others: top-dose activity change, negative = inhibition, usual class: inhibitors; hit rate 0.2% among 360,000;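 note: potency is the fitted concentration of half-maximal effect; 0% = vehicle wells and -100% = peptide control; nearly all actives have a fitted effect of over 45% in size; some results filed as inactive show a strong effect at the top dose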
#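 AMA1 (3D7) with his tag at 25 nM final met compounds first, then biotinylated RON2 peptide at 25 nM; detection used donor plus acceptor beads, 10 µg/mL apiece, read by AlphaScreen after 30 min at room temperature.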
# Tb PYK inh – T. brucei pyruvate kinase inhibition; TbPYK enzyme, Kinase-Glo Plus ATP luminescence, 45 min; Q57TT1; Potency, µM (series often up to 76.8 µM), for the others: at the top dose activity, negative = inhibition, hits mostly inhibitors; hit rate 0.12% among 410,000; note: potency is the fitted concentration of half-maximal effect; nearly all actives have a fitted effect of over 50% in size
#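 Enzyme and substrate buffer are dispensed first and compound is pin-transferred. ADP at 130 uM final then starts the reaction, which runs 45 min at room temperature. Detection reagent is added for 10 min before luminescence is imaged.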
# HCV inh – HCV inhibition. Huh7.5.1 HCVcc-Cre infection, luciferase reporter, 44 h. hit rate 3.4% among 340,000. Potency, µM (series often up to 41.8 µM), without a hit: at the top dose activity change, negative = inhibition, hits mostly inhibitors; note: potency is the fitted concentration of half-maximal effect
#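 A cell-based infection assay in which seeded cells (1,000 per well) receive test compound after 4 h, are inoculated with HCVcc-Cre at approximately 0.5 moi, and are incubated 44 h before luminescence detection.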
# AmpC detergent – inhibitors of E. coli AmpC beta-lactamase with detergent; hit rate 0.041% among 370,000; P00811; AmpC hydrolysis of nitrocefin, absorbance 480 nm, 0.01% Triton; Potency, µM (highest dose often 114 µM), for inactives: top-dose activity change, negative = inhibition, hits mostly inhibitors; AID 485294;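 note: potency is the fitted concentration of half-maximal effect; 0% = no-compound wells and -100% = no-enzyme wells; nearly all actives have a fitted effect of over 25% in size; some results filed as inactive show a strong effect at the top dose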
#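 AmpC (5.3 nM in the dispensed reagent) in 20 mM phosphate pH 7.0 with 0.01% (detergent screen) or 0.0001% Triton X-100 was preincubated with compounds for 15 min at room temperature. Nitrocefin was then added from an 800 uM solution, and hydrolysis was followed at 480 nm.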
# * = called active by the depositor; ? = inconclusive; . = not tested or not shown; & = joins results of further samples; [ ] = dose if it differs, or a comment. Unless noted, calls come from the whole dose curve; as a rule, active = well fitted curve in the direction sought with a large enough effect; inconclusive = small, poorly fitted or top-dose-only effect, or another doubt; inactive = no such curve, though single readings can be large; an effect the other way counts as inactive or inconclusive. Unless noted, % is set by controls: 0 for no effect and ±100 for the full control effect.
SMILES | LmPK inhibitor | AmpC no deterg | HCMV inh | AMA1-RON2 inh | Tb PYK inh | HCV inh | AmpC detergent
CC(C)(C)C1CCc2onc(C(=O)Nc3cccnc3)c2C1 (configuration not stated) | 6% | 34% | -31 | -3% | -13% | -4% | ?
COC(=O)CCC(=O)Nc1sc2c(c1C#N)CCCC2 | 3% | -5% | -2 | -3% | -10% | -5% | ?
Cc1onc(-c2c(Cl)cccc2Cl)c1/C(N)=N/OC(=O)C1CC1 | 4% | -18% | -6 | -1% | -12% | 4% | -6%
Cc1sc(NC(=O)Cn2[nH]c(=O)c3ccccc3c2=O)nc1-c1ccccc1 | 0% | 10% | -20 | 55%[activator] | -11% | ? | -11%
CN(C)S(=O)(=O)N1C(=O)c2ccccc2C1=O | 28µM* | -15% | 32 | -3% | 0% | 14% | 6%
COc1nc2ccccc2nc1CCC(=O)O | -9% | -14% | -19 | 30% | -3% | 10% | 9%
CC1(C)CC(=O)C=C(c2ccc(Oc3ccccc3)cc2)C1=O | . | . | -16 | ? | 7% | . | .
N#Cc1nc(-c2ccco2)oc1N1CCN(c2ccccc2)CC1 | 1% | -10% | -65* | ? | 3% | 9% | -12%
COc1ccc(N2CCN(C(=O)CCNC(=O)c3ccc(Br)cc3)CC2)cc1 | . | -5% | -22 | -16% | -8% | -27% | -13%
O=C(CSc1nnnn1Cc1ccccc1)c1ccccc1F | 2% | -14% | 17 | -4% | -7% | ? | 2%
CCCCN(C(=O)CCC(=O)OCC(=O)NCc1ccccc1)c1c(N)n(CCC)c(=O)[nH]c1=O | . | 29% | 0 | 4% | 1% | 15% | -6%
O=[N+]([O-])c1ccc(N2CCN(S(=O)(=O)Cc3ccccc3)CC2)cc1N1CCOCC1 | 3% | -8% | 1 | 9% | -7% | -7% | -14%
Cc1nn2c(N)c(C#N)cnc2c1-c1ccccc1 | -9% | -18% | 17 | 4% | -12% | -20% | -10%
CC(C)C(OC(=O)c1nsc(Cl)c1Cl)C(=O)NCC1CCCO1 (configuration not stated) | -8% | -4% | 4 | 12% | 0% | 15% | 3%
CCSc1nc(-c2ccc(OC)cc2)nc2c1Cc1c(CO)cnc(C)c1O2 | . | . | ? | . | -6% | . | 24%
CCC(c1nnnn1Cc1ccc(OC)cc1)N1CCN(c2ccc(OC)cc2)CC1 (configuration not stated) | 6% | 87%[activator] | 1 | ? | 5% | ? | -7%
COc1ccc(-n2nnnc2SCC(=O)NCCc2ccc(OC)c(OC)c2)cc1 | 6% | -17% | 5 | 18% | 7% | -18% | ?
Cc1ccc(S(=O)(=O)N(C)CC(=O)Nc2nc3ccccc3s2)cc1 | -6% | -5% | 40 | -2% | 0% | ? | 0%
NC(=O)c1sc2nc3c(c(-c4cccnc4)c2c1N)CCC3 | 3% | -16% | -34 | -2% | 0% | 10% | ?
COCCNC(=S)N1CCC(C(=O)c2ccc(C)cc2)CC1 | -3% | 5% | -17 | 6% | -2% | -28% | -15%
Cc1ccccc1NC(=O)CSc1nc(N)c(C#N)c(-c2cccs2)c1C#N | 2% | -25% | -32 | -6% | -8% | -2% | -2%
COc1ccc(N2CCN(C(=O)COC(=O)[C@@H](NC(=O)c3ccccc3Cl)C(C)C)CC2)cc1 | . | . | -15 | 3% | -9% | -23% | .
CCOC(=O)c1cnc2ccc(C(=O)OC)cc2c1Nc1ccccc1CC | . | . | -24 | . | 2% | . | -3%
Cc1ccc(C(=O)C2CCN(CC(=O)Nc3ccc(N(C)C)cc3)CC2)cc1 | 3% | 24% | 6 | ? | -4% | -28% | ?
COc1cn(CC(=O)Nc2ccc(C)cc2C)c(CN2CCCCC2)cc1=O | . | . | 19 | . | -1% | . | -4%
CCN(CC)CCN(Cc1cc2cc3c(cc2[nH]c1=O)OCCO3)C(=S)NCC(C)C | -8% | -10% | 12 | -4% | -5% | ? | -13%
CCN(CC(=O)Nc1c(F)cccc1F)C(=O)C(C)SCc1nc2sc(C)c(C)c2c(=O)[nH]1 (configuration not stated) | -10% | 15% | ? | 39%[activator] | -7% | 2% | -1%
CCOCCCNC(=O)CN1C(=O)/C(=C\c2ccc(C)cc2)Sc2ccccc21 | 5% | 181%[activator] | -29 | -2% | -4% | -15% | -7%
CCc1ccc(N2CC(C(=O)Nc3ccc4c(c3)OCO4)CC2=O)cc1 (configuration not stated) | . | -14% | -13 | -1% | -1% | 5% | ?
CN(c1ccc(OCC(=O)Nc2ccc3[nH]c(=O)[nH]c3c2)cc1)S(=O)(=O)c1ccc(Cl)cc1 | -9% | -26% | -1 | -1% | -7% | -7% | ?

# Limited to Tb PYK inh, AmpC no deterg and AmpC detergent, for 4 of the compounds above:
SMILES,Tb PYK inh,AmpC no deterg,AmpC detergent
COCCNC(=S)N1CCC(C(=O)c2ccc(C)cc2)CC1,-2%,5%,-15%
Cc1ccccc1NC(=O)CSc1nc(N)c(C#N)c(-c2cccs2)c1C#N,-8%,-25%,-2%
COc1ccc(N2CCN(C(=O)COC(=O)[C@@H](NC(=O)c3ccccc3Cl)C(C)C)CC2)cc1,-9%,.,.
CCOC(=O)c1cnc2ccc(C(=O)OC)cc2c1Nc1ccccc1CC,2%,.,-3%

# Further records follow.
SMILES | LmPK inhibitor | AmpC no deterg | HCMV inh | AMA1-RON2 inh | Tb PYK inh | HCV inh | AmpC detergent
CC(=O)NS(=O)(=O)c1ccc(NC(=O)c2ccc(Cl)cc2[N+](=O)[O-])cc1 | 7% | -44% | -22 | -8% | 0% | 9% | -5%
CSc1nsc(/C=C/Nc2ccc(F)cc2)c1C#N | -1% | -46% | 40 | 25% | -5% | -24% | 0%
COc1cc(CNC[C@H]2O[C@@H](n3cnc(C(N)=O)n3)[C@H](O)[C@@H]2O)ccc1OCc1cccc(Cl)c1 | . | . | -13 | 9% | 0% | -2% | .
Cc1cn([C@H]2C[C@H](O)[C@@H](CNC(=O)[C@@H]3C[C@H](F)CN3)O2)c(=O)[nH]c1=O | . | . | -3 | -2% | -10% | . | .
Cc1cc(C)cc(NC(=O)c2ccc(Cn3nc(C)c(Cl)c3C)o2)c1 | -1% | 43% | -4 | -6% | -7% | ? | -11%
O=C(NCCNC(=O)c1ccc(Cl)cc1Cl)c1ccccn1 | 1% | -14% | -15 | -9% | 0% | -1% | -2%
CCS(=O)(=O)c1c(Nc2cc(C)ccc2C)sc(C(=O)c2ccccc2)c1N | . | . | 33 | . | -1% | . | 1%
O=C(NCC(c1cccnc1)N1CCc2ccccc2C1)C(=O)Nc1cccc(Cl)c1 (configuration not stated) | . | . | 1 | . | -12% | . | 14%
Cc1cc(C)cc(NS(=O)(=O)c2ccc3[nH]cc(C(=O)N4CCCC4)c(=O)c3c2)c1 | . | . | 1 | . | 0% | . | 2%
COC(=O)c1cccc(NC(=O)CN(c2ccc3c(c2)OCO3)S(C)(=O)=O)c1C | 2% | 2% | 32 | 19% | 10% | 26% | ?
CCOC(=O)C1(CCc2ccccc2)CCN(Cc2cccc3nccnc23)CC1 | 3% | 88%[activator] | ? | -2% | -1% | ? | 3%
CCOC(=O)c1c(NC(=O)Cc2ccccc2)sc2c1CCN(C)C2 | 0% | 48% | -20 | 0% | 10% | ? | -5%
Cc1[nH]c2ccccc2c1C(c1ccccn1)N1CCC(C)CC1 (configuration not stated) | -1% | -15% | -38 | -1% | 8% | 10% | 1%
Cc1ccc(C)c(C(=O)CN2C(=O)C(=O)N(C3CCCC3)C2=O)c1 | . | -32% | 51 | -10% | 10% | 10% | 2%
COc1cc(NC(=O)CC(c2ccc(C)cc2)N2Cc3ccccc3C2=O)cc(OC)c1 (configuration not stated) | . | . | 13 | . | 0% | . | 17%
CCN(CC)Cc1cc(CC(C(N)=O)C(N)=O)ccc1OC | 14% | -8% | 6 | 2% | -6% | 10% | -17%
COc1ccc(C(=O)COC(=O)CN2C(=O)c3ccccc3C2=O)c(OC)c1 | 1% | -14% | 79 | 11% | -4% | -4% | -6%
COc1ccc(CNC(=O)CSc2nc(C)cs2)cc1 | 1% | -13% | -29 | -1% | -4% | -2% | -9%
Cc1nc2cc(NC(=O)c3ccc(Br)s3)ccc2s1 | -9% | -45% | ? | -1% | 5% | 11µM* | 2%
CCCOc1ccc(C(F)(F)F)cc1NC(=O)CN1C(=O)C(=O)N(CC)C1=O | . | -12% | -19 | 0%[11.6 µM] | 0% | -5% | -4%
CS(=O)(=O)N1CCN(Cc2cc(=O)n3ccsc3n2)CC1 | 0% | -28% | 1 | 0% | -11% | 19% | 2%
Cc1nc2ccccc2cc1C(=O)NCc1ccco1 | -2% | -22% | 1 | -2% | -8% | -8% | -5%
O=c1[nH]nc(SCc2ccccc2)n1C1CC2C=CC1C2 (configuration not stated) | -6% | -24% | 7 | -28% | 6% | 2% | 9%
Cc1cc(OCc2nn[nH]n2)c2c(C)c(Cc3ccccc3)c(=O)oc2c1 | 2% | -31% | ? | -2% | -4% | 0% | -11%
Cc1ccc(OCCC(=O)Nc2ccc(C)c(F)c2)cc1 | -5% | -31% | -20 | 4% | 0% | ? | -5%
CCCN(Cc1cc(=O)[nH]c2ccccc12)C(=O)CC | -3% | -2% | -17 | 2% | -17% | -2% | 1%
CCOC(=O)c1ccc(NC(=O)CCS(=O)(=O)Cc2ccccc2)cc1 | -3% | -9% | -24 | -16% | 0% | 6% | 0%
O=S(=O)(NC1CN2CCC1CC2)c1ccc(Cl)cc1 (configuration not stated) | 0% | 3% | -3 | 6% | -5% | 2% | 0%
COC(=O)c1cc2c(s1)=NC=NP=2(N1CCOCC1)N1CCOCC1 | 4% | -31% | -24&6 | 10%&4% | -10%&0% | 23%&2% | -2%

# Looked up one by one from above (3):
SMILES | LmPK inhibitor | AmpC no deterg | HCMV inh | AMA1-RON2 inh | Tb PYK inh | HCV inh | AmpC detergent
COC(=O)c1cc2c(s1)=NC=NP=2(N1CCOCC1)N1CCOCC1 | 4% | -31% | -24&6 | 10%&4% | -10%&0% | 23%&2% | -2%
COC(=O)c1cccc(NC(=O)CN(c2ccc3c(c2)OCO3)S(C)(=O)=O)c1C | 2% | 2% | 32 | 19% | 10% | 26% | ?
CCCOc1ccc(C(F)(F)F)cc1NC(=O)CN1C(=O)C(=O)N(CC)C1=O | . | -12% | -19 | 0%[11.6 µM] | 0% | -5% | -4%
